RNase H inhibition: RNase H inhibition, HIV 1 Gag Pol polyprotein, FRET biochemical assay, screening (AID 372); inhibition, % at 10 µM; hits with a dose series show IC50 in µM; HIV-1 RT RNase H, FRET RNA/DNA substrate fluorescence; higher % means a stronger effect; hit rate 0.77% among 100,000; in the data active = inhibition above about 50%
Numbers without * were called inactive. Not all compounds are listed; the hit share may differ from the screen's.

SMILES	RNase H inhibition
COC(=O)c1ccccc1NC(=O)/C=C/c1ccc([N+](=O)[O-])cc1	8%
COC(=O)C1=C(C)NC2=C(C(=O)c3ccccc32)C1c1cc(OC)c(OC)c(OC)c1 (centres undefined)	10%
Cc1ccc(S(=O)(=O)NN2C(=O)/C(=C/c3ccc(Cl)cc3Cl)SC2=S)cc1	13%
CCOc1ccc(C(=O)/C=C/c2ccc(OCc3ccccc3)cc2)cc1	36%
O=C(Nc1c(-c2cccs2)nc2ccccn12)c1ccc(Cl)cc1	0%

Part of the list above in order of length of the SMILES, high to low.
SMILES	RNase H inhibition
COC(=O)c1ccccc1NC(=O)/C=C/c1ccc([N+](=O)[O-])cc1	8%
CCOc1ccc(C(=O)/C=C/c2ccc(OCc3ccccc3)cc2)cc1	36%
O=C(Nc1c(-c2cccs2)nc2ccccn12)c1ccc(Cl)cc1	0%

Single values from above:
Under RNase H inhibition, COC(=O)c1ccccc1NC(=O)/C=C/c1ccc([N+](=O)[O-])cc1 reads 8%
Under RNase H inhibition, Cc1ccc(S(=O)(=O)NN2C(=O)/C(=C/c3ccc(Cl)cc3Cl)SC2=S)cc1 reads 13%

High-throughput results as filed in PubChem.
